OXTR ag = activates the human oxytocin receptor; P30559; CHO-OTR cells, Fluo-8 calcium fluorescence; normalized: DMSO 0%, oxytocin 100%; activation, % at 3 µM; 0.32% of 320,000 active; AID 2435;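 active means activation above the mean of all tested compounds plus 3 SD, cutoff set per screening run, cut at about 20% in these data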;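 further: peak over basal fluorescence ratio from a 100 s FLIPR kinetic read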
Target sequence (P30559 whole entry, looked up): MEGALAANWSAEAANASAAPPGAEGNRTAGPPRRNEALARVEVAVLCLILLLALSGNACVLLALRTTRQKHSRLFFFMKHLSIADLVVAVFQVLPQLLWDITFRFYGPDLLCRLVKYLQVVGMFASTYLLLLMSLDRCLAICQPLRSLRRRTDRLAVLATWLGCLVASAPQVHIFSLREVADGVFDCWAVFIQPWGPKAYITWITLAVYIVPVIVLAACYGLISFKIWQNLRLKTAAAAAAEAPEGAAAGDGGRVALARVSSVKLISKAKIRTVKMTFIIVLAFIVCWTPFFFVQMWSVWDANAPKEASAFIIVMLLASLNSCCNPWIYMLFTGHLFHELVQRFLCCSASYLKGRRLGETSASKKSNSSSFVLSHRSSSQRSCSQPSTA
MEKK2mut PB1 HTS = signal of MEK5 binding to mutant human MEKK2 PB1 domain; bead flow cytometry, Alexa488-MEK5 binding to MEKK2 mutant; percent response, % at 10 µM; 0.35% of 290,000 active; in the data active means percent response above about 24%, passing the limit was not always enough; further: inactives centre near 1; some results filed as inactive read as strong as hits; reference of the scale not given here
GPR7 antag = blocks human GPR7 receptor signaling; P48145; GPR7-expressing cells, fluorescence antagonist assay; inhibition, % at 4.4 µM; 1.1% of 290,000 active; AID 1861; in the data active means inhibition above about 16%, passing the limit was not always enough;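 further: cells stimulated with the agonist NPW; 0% = agonist with vehicle and 100% = vehicle without agonist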
Target sequence (P48145 whole entry, looked up): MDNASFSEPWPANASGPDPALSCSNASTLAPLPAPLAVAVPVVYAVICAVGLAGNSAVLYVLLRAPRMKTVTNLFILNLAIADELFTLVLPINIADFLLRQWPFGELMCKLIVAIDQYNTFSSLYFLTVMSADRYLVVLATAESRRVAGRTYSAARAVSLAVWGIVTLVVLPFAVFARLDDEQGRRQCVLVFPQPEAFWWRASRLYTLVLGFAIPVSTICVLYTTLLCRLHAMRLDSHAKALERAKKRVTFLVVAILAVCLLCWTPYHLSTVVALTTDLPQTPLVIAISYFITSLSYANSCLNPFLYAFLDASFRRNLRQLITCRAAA
MEKK2wt PB1 HTS = raises or lowers MEK5 binding to wildtype human MEKK2 PB1 domain; Q9Y2U5; bead flow cytometry, Alexa488-MEK5 binding to MEKK2 WT; actives lie on both sides; binding response (% of control), % at 10 µM; 1.1% of 290,000 active; in the data active means binding response below about 67% or above about 130%
NALP1 yeast inh = inhibitors of NALP1 inflammasome in yeast. 0.61% of 280,000 active. inhibition, % at 10 µM. S. cerevisiae NALP1/ASC/caspase-1 growth, X-gal OD620, 72 h; in the data active means inhibition mostly above about 24%, no sharp cut-off; inactive means mostly below about 32%; further: some compounds called inactive have numbers as strong as hits
PHOSPHO1 block = blocks human PHOSPHO1 phosphatase activity. recombinant PHOSPHO1, absorbance phosphatase assay. inhibition, % at 13.3 µM. Q8TCT1. 1.1% of 290,000 active; in the data active means inhibition above about 60%
Target sequence (Q8TCT1 whole entry, looked up): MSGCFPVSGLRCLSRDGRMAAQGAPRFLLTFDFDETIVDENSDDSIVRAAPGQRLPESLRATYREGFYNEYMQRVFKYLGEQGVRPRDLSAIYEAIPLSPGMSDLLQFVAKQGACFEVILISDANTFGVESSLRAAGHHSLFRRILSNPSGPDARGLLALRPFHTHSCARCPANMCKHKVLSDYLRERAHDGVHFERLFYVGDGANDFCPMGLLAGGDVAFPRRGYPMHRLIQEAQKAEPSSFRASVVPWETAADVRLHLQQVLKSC
M18AAP inhibitor = PfM18AAP enzyme inhibition; recombinant PfM18AAP, H-Glu-NHMec fluorogenic cleavage; inhibition, % at 7.35 µM; 1.2% of 290,000 active; AID 1822;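 active means inhibition above the campaign mean inhibition over all tested compounds plus 3 SD, cut at about 28% in these data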;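 further: 0% = plate median of test compound wells and 100% = 2 mM ZnCl2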
DNA FID counter = counter-screen for HCV NS3 helicase inhibitors: DNA intercalator displacement | DNA fluorescent intercalator displacement, fluorescence | inhibition, % at 7.9 µM | 0.17% of 290,000 active | AID 1845; in the data active means inhibition above about 37%;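 further: 0% = vehicle and 100% = reference compound; higher means more ethidium bromide displaced from hairpin DNA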
MEKK3 PB1 HTS = MEKK3-MEK5 PB1 interaction, increase or decrease | AID 1529 | binding response (% of control), % at 10 µM | bead-based flow cytometry, Alexa488-MEK5 binding to MEKK3; actives lie on both sides; 0 = blocked by unlabeled MEK5, 100 = vehicle | 1.4% of 290,000 active;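 active means binding response more than 3 SD above or below the average of its plate-row segment, actives on both sides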;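 further: Alexa488 bead fluorescence after subtracting the streptavidin-only scavenger bead signal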
Active calls of the source: *; · = no result given. An unsorted share of the library; 6.2% or so of the library scored in one or more.

Value order – OXTR ag	MEKK2mut PB1 HTS	GPR7 antag	MEKK2wt PB1 HTS	NALP1 yeast inh	PHOSPHO1 block	M18AAP inhibitor	DNA FID counter	MEKK3 PB1 HTS
COc1cc(/C=N/NC(=O)Nc2cccc3nsnc23)cc(OC)c1OC
  ·	·	3.1	·	29.5	-2.2	3.0	0.8	·
COc1ccc(C(C)(C)C)cc1NC(=O)c1cc(S(=O)(=O)N(C)C)ccc1N1CCCC1
  -2.8	20.0	17.4	96.0	10.3	-6.8	0.7	-28.5	106.0
COc1ccccc1CNC(=O)Cn1cccc1C(=O)c1ccccc1C
  -1.1	3.0	0.9	101.0	-16.5	75.4*	11.8	-53.6	101.0
O=C(COC(=O)c1cc[n+]([O-])cc1)Nc1ccc(F)c([N+](=O)[O-])c1
  0.3	-2.0	0.2	96.0	24.2	-6.7	-2.2	3.4	97.0
COc1cccc(-c2cc(C(=O)N3CCN(C(c4ccccc4)c4ccccc4)CC3)no2)c1
  -0.3	7.0	-4.7	104.0	7.9	0.9	-9.9	2.3	106.0
O=C(N/N=C\c1c[nH]c2ccccc12)c1ccc(O)cc1
  ·	3.0	14.6	106.0	8.6	32.7	0.1	-1.5	102.0
COC(=O)C1=C(C(=O)c2ccc(C)cc2)C(c2ccccc2)n2nnnc2N1 (stereo unspecified)
  -1.9	·	-9.2	·	3.5	11.5	5.5	-12.0	·
N=c1c(C(=O)NC2CCCC2)cc2c(=O)n3ccccc3nc2n1CC1CCCO1 (stereo unspecified)
  0.4	1.0	7.5	101.0	5.1	37.0	1.4	-3.1	101.0
CN1CCN(S(=O)(=O)c2ccc3c4c(cccc24)C(=O)N3)CC1
  -0.3	13.0	-6.0	113.0	-12.9	-3.3	8.7	17.7	111.0
CC(C)CNC(=S)NC(=O)c1ccccc1Cl
  -1.4	-2.0	-6.1	107.0	26.3	8.3	-9.8	-2.6	106.0
CCOc1cccc(NC(=O)CSc2sc3c(O)cc(=O)[nH]c3c2C#N)c1
  1.0	4.0	3.3	101.0	8.9	20.0	12.5	-8.2	101.0
COc1ccc(CCn2c(=N)c(C(=O)NCc3ccco3)cc3c(=O)n4ccccc4nc32)cc1
  -1.7	·	-1.5	·	-13.8	1.3	15.5	-4.3	·
CSc1nc2c(c(=O)[nH]1)C(c1ccc(C(F)(F)F)cc1)CC(=O)N2 (stereo unspecified)
  -0.3	-4.0	-2.8	96.0	15.4	28.3	-0.6	-6.5	94.0
COc1cccc(CCc2nnc(CCC(=O)NC(C)Cc3cccs3)o2)c1 (stereo unspecified)
  1.5	-23.0	-11.2	85.0	·	7.5	-12.2	-34.5	85.0
Cc1cccc(Nc2ncnc3ccccc23)c1
  -1.7	5.0	-22.2	108.0	·	-5.8	7.5	6.9	105.0

Value order – OXTR ag	MEKK2mut PB1 HTS	GPR7 antag	MEKK2wt PB1 HTS	NALP1 yeast inh	PHOSPHO1 block	M18AAP inhibitor	DNA FID counter	MEKK3 PB1 HTS
NS(=O)(=O)c1ccc(CCNC(=O)c2cc(-c3ccc(Br)cc3)nc3ccccc23)cc1
  -0.3	-6.0	-1.1	92.0	3.4	24.9	0.1	-8.8	99.0
CC(C)C[C@H](NC(=O)[C@@H](O)[C@H](N)Cc1ccccc1)C(=O)O
  -1.2	5.0	·	105.0	·	·	·	·	103.0
O=C(NN=C1CCCCCCC1)c1ccccn1
  -0.4	1.0	10.9	97.0	0.7	4.3	7.1	-3.9	100.0
Cc1ccc(NC(=O)c2ccccc2)cc1-n1cnnn1
  -0.9	-12.0	-14.4	88.0	-9.7	53.2	-7.5	-5.3	97.0
COc1ccc(NC(=O)c2ccc3c(c2)C(=O)N(Cc2cccnc2)C3=O)c(OC)c1
  0.5	-1.0	-7.9	99.0	21.2	-9.5	2.8	-7.6	97.0
CS(=O)(=O)N1CCC(C(=O)NCc2ccco2)CC1
  0.6	4.0	-0.9	102.0	14.8	8.7	5.8	6.4	102.0
Cc1cc(OC(=O)c2cc(Cl)nc3ccccc23)ccc1Cl
  0.0	-1.0	-2.5	98.0	13.0	6.4	-4.8	3.3	102.0
COc1cc(OC)c(OC)cc1/C=N/NC(=S)NCCN1CCOCC1
  0.7	-12.0	-8.9	75.0	-3.7	11.6	-7.1	0.4	62.0
CC(=O)N1c2ccc(S(=O)(=O)N3CCCC3)cc2CC1C(=O)NCc1ccc(N(C)C)cc1 (stereo unspecified)
  -0.4	-1.0	-4.3	100.0	18.1	32.9	11.4	-10.1	99.0
COc1ccccc1NC(=O)c1ccc(CN2CCOCC2)cc1
  0.5	0.0	-13.0	101.0	21.0	21.2	-8.7	-2.7	101.0
CN1CCN(C(=O)c2ccc3c(c2)N(Cc2ccc(F)cc2)C(=O)c2ccccc2S3=O)CC1 (stereo unspecified)
  0.5	2.0	3.4	99.0	21.3	12.3	1.6	2.1	99.0
CCOC(=O)COc1ccccc1C(=O)c1cnn(-c2ccccc2)c1
  0.9	5.0	28.4	105.0	-3.4	31.3	0.8	-30.5	109.0
COCc1cc(C)nc(SCC(=O)Nc2nc(C)cs2)c1C#N
  -0.4	-6.0	8.2	94.0	29.9	-1.8	2.2	-4.4	94.0
CCOc1nc(-c2ccc(Cl)cc2Cl)ccc1C#N
  -2.5	3.0	2.2	101.0	25.4	-3.4	-0.6	-7.5	100.0
Cn1cc(CCC(=O)N2CCCC(CCC(=O)NCc3ccccc3F)C2)cn1 (stereo unspecified)
  -0.2	-9.0	8.2	89.0	-5.6	45.5	-1.6	-2.6	105.0

For convenience, three of the compounds above:
Value order – OXTR ag	MEKK2mut PB1 HTS	GPR7 antag	MEKK2wt PB1 HTS	NALP1 yeast inh	PHOSPHO1 block	M18AAP inhibitor	DNA FID counter	MEKK3 PB1 HTS
CC(C)C[C@H](NC(=O)[C@@H](O)[C@H](N)Cc1ccccc1)C(=O)O
  -1.2	5.0	·	105.0	·	·	·	·	103.0
O=C(NN=C1CCCCCCC1)c1ccccn1
  -0.4	1.0	10.9	97.0	0.7	4.3	7.1	-3.9	100.0
Cc1ccc(NC(=O)c2ccccc2)cc1-n1cnnn1
  -0.9	-12.0	-14.4	88.0	-9.7	53.2	-7.5	-5.3	97.0

Next results
Value order – OXTR ag	MEKK2mut PB1 HTS	GPR7 antag	MEKK2wt PB1 HTS	NALP1 yeast inh	PHOSPHO1 block	M18AAP inhibitor	DNA FID counter	MEKK3 PB1 HTS
Cc1ccc(NC(NC(=O)c2ccccn2)C(Cl)(Cl)Cl)cc1 (stereo unspecified)
  1.6	-4.0	-4.7	92.0	16.8	11.2	1.8	-8.4	95.0
Nc1nn2cc(-c3ccc(Br)cc3)nc2c2ccccc12
  -0.5	-2.0	12.1	94.0	·	57.8	3.6	13.6	97.0
Cc1ccc(OCCCC(=O)Nc2nncs2)cc1
  -0.5	-1.0	2.0	94.0	-10.4	2.8	4.6	-2.8	98.0
COc1cccc(C2C(C#N)=C(N)Oc3cc(N)ccc32)c1OC (stereo unspecified)
  -0.4	-2.0	5.3	95.0	27.9	4.7	4.7	-26.9	96.0
COc1ccc2oc3cc(C)[n+]([O-])c(-c4ccc(C)cc4)c3c2c1
  -0.4	-2.0	-5.5	100.0	28.3	7.4	8.5	-14.2	111.0
Cc1cc(Cl)c2oc(C(=O)N(C)CCc3cnn(C)c3)c(C)c2c1
  -1.3	4.0	-6.3	97.0	-4.5	18.5	-3.2	-40.8	97.0
O=C(O)CSc1nnc(COc2cccc3ccccc23)o1
  0.2	1.0	-8.8	101.0	17.2	29.1	-14.5	-27.4	103.0
O=C(NCCc1ccc2c(c1)OCCO2)c1cccc(F)c1
  7.5	-1.0	-9.2	103.0	25.8	1.5	6.0	-15.9	104.0
CCCC(C(=O)NCc1ccc(OC)cc1)N(Cc1ccco1)C(=O)c1snc(C(N)=O)c1N (stereo unspecified)
  -1.7	-9.0	-7.0	85.0	1.9	-5.4	3.2	-24.8	85.0
Cc1ccc2c(c1)-c1c(ssc1=S)C(C)(C)N2C(=O)CSc1nncn1C
  -2.0	-4.0	-3.4	101.0	-5.7	-20.8	-37.7	-11.9	90.0
CCOC(=O)C(C(C)=O)C(c1ccc(OC)cc1)C(C(C)=O)C(=O)OCC (stereo unspecified)
  -0.9	9.0	13.8	97.0	2.6	-6.7	4.2	-16.8	100.0
O=C(CNC(=O)c1ccc(S(=O)(=O)N2CCCCC2)cc1)N/N=C/c1ccco1
  -1.1	-1.0	-4.5	105.0	-8.0	24.3	-3.0	-17.9	107.0
Fc1ccc(C2=CC(c3ccco3)n3ncnc3N2)cc1 (stereo unspecified)
  2.1	-1.0	1.7	95.0	23.2	-12.1	11.0	-10.0	97.0
O=C(CN1CCCCC1)Nc1c2c(nc3ccccc13)N(c1ccccc1)CC2
  1.3	-7.0	6.6	92.0	7.2	13.3	4.2	26.2	71.0
CC(C)C(=O)Nc1ncc(Cc2ccc(Cl)cc2)s1
  -1.4	-10.0	-10.4	91.0	-0.6	-3.4	7.8	-9.4	98.0

Value order – OXTR ag	MEKK2mut PB1 HTS	GPR7 antag	MEKK2wt PB1 HTS	NALP1 yeast inh	PHOSPHO1 block	M18AAP inhibitor	DNA FID counter	MEKK3 PB1 HTS
COc1ccc(CNC(=O)Nc2cc(C)cc(C)c2)cc1
  -0.9	-20.0	15.4	78.0	-24.8	11.6	-6.9	-12.1	73.0
Nc1nc(SCC(=O)O)[nH]c(=O)c1NC(=O)c1ccco1
  0.9	1.0	17.7	106.0	7.2	7.5	18.7	-1.8	100.0
CCOc1c(OC)cccc1C1CC(=O)Nc2cc(OC)c(OC)cc21 (stereo unspecified)
  1.0	0.0	-5.1	94.0	-9.5	20.6	-10.4	-6.2	97.0
Cn1c(=O)cc(C(=O)N/N=C/c2ccc(F)cc2)[nH]c1=O
  -0.1	0.0	-2.9	100.0	·	22.5	-8.0	-3.0	105.0
N#C/C(=C\c1cccc(OCC(=O)O)c1)c1nc2ccccc2[nH]1
  1.6	9.0	2.0	109.0	6.6	-25.6	-0.3	-3.5	106.0
O=C(COc1ccc(-c2ccccc2)cc1)N1CCCC1
  -0.7	-6.0	-6.0	90.0	-4.0	-12.5	-9.8	-15.2	98.0
FC(F)(F)c1cccc(NC(=S)NNC(=S)Nc2ccc(Cl)cc2)c1
  -0.3	-2.0	-9.1	98.0	·	41.8	13.9	20.4	100.0
CCc1ccc(NC(=O)C2CCN(S(C)(=O)=O)CC2)cc1
  1.0	8.0	-15.7	103.0	33.4	-10.4	3.9	-3.5	103.0
CNC(=O)c1ccc(=O)n(Cc2cccc(C(F)(F)F)c2)c1
  0.1	-4.0	-11.6	95.0	-2.5	24.4	-13.6	-3.4	106.0
CC1(C)CC2CC(C)(CN2C(=O)COC(=O)c2ccc(Cl)c(N)c2)C1 (stereo unspecified)
  -1.4	-8.0	-7.7	91.0	-14.4	-4.4	-8.0	-25.3	91.0
Cc1cc(=O)oc2cc(OCC(=O)NC3CCN(Cc4ccccc4)CC3)ccc12
  -0.3	3.0	3.7	106.0	22.5	1.9	-10.9	8.9	103.0
Cc1ccc(-c2nnc(Nc3ccc4c(c3)nc(C)n4C)c3ccccc23)cc1
  -1.9	9.0	-12.4	104.0	10.4	22.9	6.5	12.9	106.0
CCN(CC)Cc1cc(C(C)=O)ccc1OCC(C)C
  0.2	0.0	-7.8	103.0	-11.5	18.5	-15.0	4.6	93.0
CCN1N=C(c2ccccc2)Cn2c1nc1ccccc12
  -2.1	-3.0	1.3	98.0	36.6	11.3	-6.3	-10.9	95.0
CCOC(=O)c1sc(N)c(C(N)=O)c1C
  0.6	-3.0	-0.5	88.0	14.3	-17.5	5.7	3.6	91.0
CC(Oc1ccc(Cl)cc1Cl)C(=O)NC1CCSC1=O (stereo unspecified)
  -1.1	0.0	-13.1	98.0	11.9	0.2	-8.3	-9.8	100.0
Nc1cccc(C(=O)OCC(=O)NC2CCCc3ccccc32)c1 (stereo unspecified)
  -0.3	-1.0	-12.1	99.0	4.2	-45.6	3.5	-4.9	106.0
COc1cccc(OCCn2cc(/C=N/NC(=O)c3ccncc3)c3ccccc32)c1
  5.7	1.0	13.5	104.0	23.3	9.4	3.0	-23.4	125.0
